# Casp6 inh – blocks human caspase-6 cleavage activity. purified caspase-6, Z-VEID-R110 cleavage fluorescence. inhibition, % at 12.5 µM. 350,000 compounds, 0.53% hits;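 active = mean inhibition across replicates at least about 35%, with every replicate also reaching that limit, limit read from the data; inconclusive = only one of the two criteria met; inactive = neither criterion met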;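 also: 0% = median of neutral control wells and 100% = no fluorescence left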
# Target sequence (P55212 24-179 limits assumed): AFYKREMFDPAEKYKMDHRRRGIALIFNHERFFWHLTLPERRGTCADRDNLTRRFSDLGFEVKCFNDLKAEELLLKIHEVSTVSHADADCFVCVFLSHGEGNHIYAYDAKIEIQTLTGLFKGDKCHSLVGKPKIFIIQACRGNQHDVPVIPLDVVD
# Target sequence (P55212 194-293 limits assumed): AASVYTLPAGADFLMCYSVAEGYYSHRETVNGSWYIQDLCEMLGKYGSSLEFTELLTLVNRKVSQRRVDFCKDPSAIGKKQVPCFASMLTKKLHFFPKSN
# DENV2 CPE – DENV2-induced cell death inhibition. 350,000 compounds, 1.7% hits. DENV2-infected cells, cytopathic effect rescue, plate reader. CPE inhibition, % at 9.99 µM. AID 651640; in the data active = CPE inhibition above about 20%, passing the limit was not always enough; inconclusive = no clear call, values can overlap the other calls; tested in BHK-21 cells;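 also: 0% = median of neutral control wells and 100% = median of positive control wells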
# ARNT TACC3 PPI – ARNT/TACC3 interaction disruption. inhibition, % at 9.99 µM. 390,000 compounds, 0.66% hits. Q9Y6A5. AlphaScreen His-ARNT PAS-B/GST-TACC3 binding, luminescence; TACC3 fragment carries E629A point mutation;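 active = mean inhibition of replicates at least 50% and at least half of replicates each reaching 50%; inconclusive = half or more replicates reach 50% but mean below 50%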;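 also: 0% = complete ARNT plus TACC3 wells and 100% = ARNT alone without TACC3; many hits fall short of the cut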
# PAX8 inh HTS – PAX8 transcriptional activity inhibition. inhibition, % at 12.6 µM. RMG-I TPO-luciferase reporter, SteadyGlo, 24 h. 360,000 compounds, 1.2% hits;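 active = mean replicate inhibition at least 60% with every replicate also reaching 60%; inconclusive = only one of the two criteria is met; inactive = mean below 60% and not all replicates reaching 60%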;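 also: luciferase light reporting Pax8 driven TPO promoter activity; plate controls were median of neutral control wells for no effect and mitoxantrone controls for full effect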
# SIRT5 block – blocks human SIRT5 desuccinylation of peptide; inhibition, % at 15 µM; 330,000 compounds, 1.1% hits; Purified SirT5, succinyl-peptide AMC, trypsin-coupled fluorescence; Q9NXA8; AID 652115; in the data active = inhibition above about 15%; inconclusive = no clear call, values can overlap the other calls
# Target sequence (Q9NXA8 whole entry, looked up): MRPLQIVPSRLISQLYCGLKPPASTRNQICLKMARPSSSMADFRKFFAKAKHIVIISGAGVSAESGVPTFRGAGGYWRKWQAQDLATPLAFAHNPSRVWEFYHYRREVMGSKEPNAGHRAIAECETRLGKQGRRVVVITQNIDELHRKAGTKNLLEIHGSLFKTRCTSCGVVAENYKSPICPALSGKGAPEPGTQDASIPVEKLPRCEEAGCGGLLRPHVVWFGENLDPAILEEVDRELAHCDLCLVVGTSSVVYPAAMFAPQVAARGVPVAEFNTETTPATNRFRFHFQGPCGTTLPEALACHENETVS
# EWS-Fli block – blocks EWS/Fli oncoprotein-driven transcription; A673 NR0B1-luciferase reporter, viability-normalised; inhibition, % at 12.6 µM; 350,000 compounds, 0.67% hits; AID 651661;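 active = mean inhibition of at least 50% after viability correction, with every replicate also passing that limit; inconclusive = mean reaches 50% but only one of two replicates passes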;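 also: firefly luciferase signal divided by Alamar Blue viability fluorescence both relative to DMSO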
# LGR2 inh – blocks bursicon-induced cAMP signaling via Drosophila LGR2; inhibition, % at 9.99 µM; HEK293 LGR2, CRE-luciferase, bursicon-stimulated, 4 h; 380,000 compounds, 0.35% hits;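 active = drop in luminescence signal, shown as inhibition above about 50% in the replicate tests, limit read from the data, passing the limit was not always enough; inconclusive = probably only some replicates passing the limit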;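 also: agonist challenge used bursicon conditioned medium at about half maximal strength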
# Starred values were filed as active, the others as inactive; ? = inconclusive; . = not tested or not shown.
1) Cc1nn(C)cc1NC(=O)C[C@H]1CC[C@H]2[C@H](COc3ccc(NC(=O)NC(C)C)cc3C(=O)N2C)O1
2) O=C(COc1ccc(S(=O)(=O)N2CCCCC2)cc1Cl)N1CCOCC1
3) COc1ccc(Cc2nc3c4c(ncn3n2)Oc2ccc3ccccc3c2C4c2ccc(OC)c(OC)c2)cc1 (stereo not given)
4) Cc1cccc(N2C(=O)CSC23CCCCC3)c1
5) C[C@@H]1CN([C@@H](C)CO)C(=O)c2cccc(NC(=O)c3ccncc3)c2O[C@@H]1CN(C)C(=O)Nc1ccc(C(F)(F)F)cc1
Screen / compound no.	1	2	3	4	5
Casp6 inh	-1	2	.	1	0
DENV2 CPE	-5	-3	.	3	-9
ARNT TACC3 PPI	-2	-18	5	1	-1
PAX8 inh HTS	-1	-5	8	5	1
SIRT5 block	-5	-3	.	2	-1
EWS-Fli block	1	.	.	16	2
LGR2 inh	4	11	3	.	-3

# 3 records drawn at random from the list so far:
5) C[C@@H]1CN([C@@H](C)CO)C(=O)c2cccc(NC(=O)c3ccncc3)c2O[C@@H]1CN(C)C(=O)Nc1ccc(C(F)(F)F)cc1
4) Cc1cccc(N2C(=O)CSC23CCCCC3)c1
2) O=C(COc1ccc(S(=O)(=O)N2CCCCC2)cc1Cl)N1CCOCC1
Screen / compound no.	5	4	2
Casp6 inh	0	1	2
DENV2 CPE	-9	3	-3
ARNT TACC3 PPI	-1	1	-18
PAX8 inh HTS	1	5	-5
SIRT5 block	-1	2	-3
EWS-Fli block	2	16	.
LGR2 inh	-3	.	11

# Additional results:
6) CC(C)(C)OC(=O)C[C@H]1C/C=C\C[C@@H](CC(=O)N(CCO)Cc2ccccc2)C(=O)NC[C@H](c2ccccc2)OC1=O
7) COc1ccc2c3c(n(C)c2c1)[C@@H](CO)N(C(=O)Nc1ccc(F)cc1)CC31CN(C(=O)CN2CCOCC2)C1
8) Cc1c(Cl)c([N+](=O)[O-])nn1CC(=O)NCC(C)C
9) COC(=O)c1cccc(C(=O)N2CCCC(C(=O)c3ccccc3OC)C2)c1 (stereo not given)
10) COc1ccc(C(=O)Nc2ccc(C(=O)N3CCC(C)CC3)cc2)cc1OC
Screen / compound no.	6	7	8	9	10
Casp6 inh	-2	1	-3	-2	2
DENV2 CPE	-2	6	.	-3	-2
ARNT TACC3 PPI	-4	.	-2	-3	3
PAX8 inh HTS	8	.	-4	6	-4
SIRT5 block	2	-3	-12	-19	1
EWS-Fli block	5	2	-1	.	1
LGR2 inh	13	0	-28	-6	-24

11) Cc1noc(C)c1NC(=O)Nc1ccc2c(c1)C(=O)N(C)[C@H]1CC[C@@H](CC(=O)N[C@H]3CCN(Cc4ccccc4)C3)O[C@@H]1CO2
12) CCCNC(=O)N1C[C@@H](O)COC[C@@H]2O[C@@H](CC(=O)N[C@H]3CCN(Cc4ccccc4)C3)CC[C@H]21
13) CC1(C)NC(=O)N(CC(=O)N2CCC(Cc3ccccc3)CC2)C1=O
14) C=CC[C@H](CC(=O)N(CCO)Cc1ccccc1)C(=O)N[C@H](COC(=O)[C@@H](CC=C)CC(=O)OC(C)(C)C)c1ccccc1
15) CN1C(=O)c2cc(NC(=O)C3CCOCC3)ccc2OC[C@H]2O[C@@H](CC(=O)NCc3ccc4c(c3)OCO4)CC[C@@H]21
Screen / compound no.	11	12	13	14	15
Casp6 inh	-1	0	-1	0	0
DENV2 CPE	3	0	-9	-11	-1
ARNT TACC3 PPI	7	-3	.	-22	7
PAX8 inh HTS	-10	-8	1	13	-16
SIRT5 block	0	0	-1	1	-5
EWS-Fli block	-8	6	.	-5	-1
LGR2 inh	9	7	3	9	8

16) O=C1CCc2cc(S(=O)(=O)Nc3ccccc3)ccc2N1
17) Cc1ccccc1-c1cnc2c(c1)C(=O)N([C@H](C)CO)C[C@H](C)[C@@H](CN(C)CC1CCCC1)O2
18) COc1ccc(NC(=O)COC(=O)CCc2nc3ccccc3c(=O)[nH]2)c(OC)c1
19) CCOc1cc(/C=C2/C(=N)N3C=CSC3=NC2=O)ccc1OCCCOc1ccccc1C
20) C[C@@H]1CN([C@H](C)CO)S(=O)(=O)c2ccc(C#CCN(C)C)cc2O[C@H]1CN(C)S(C)(=O)=O
Screen / compound no.	16	17	18	19	20
Casp6 inh	0	1	1	1	-4
DENV2 CPE	0	5	11	-7	2
ARNT TACC3 PPI	.	-2	-9	-5	4
PAX8 inh HTS	-26	-6	8	.	.
SIRT5 block	-2	-2	-3	-2	-1
EWS-Fli block	0	-1	4	8	-7
LGR2 inh	3	4	-2	.	-8

21) COc1ccc(CN(C)C[C@@H]2OCCCC[C@@H](C)Oc3ccc(NC(=O)Nc4ccc(OC)cc4)cc3C(=O)N([C@@H](C)CO)C[C@H]2C)cc1
22) C(=NN=Cc1c[nH]c2ccccc12)c1c[nH]c2ccccc12
23) CCC(C)(C)NC(=O)CN(Cc1cccs1)C(=O)CCC(=O)Nc1nccs1
24) COc1ccc(C(=O)NCC(c2ccco2)N2CCOCC2)cc1OC (stereo not given)
25) CCOC(=O)CC(NC(=O)C1c2ccccc2Oc2ccccc21)c1ccccc1Cl (stereo not given)
Screen / compound no.	21	22	23	24	25
Casp6 inh	1	0	0	0	0
DENV2 CPE	3	-1	2	-8	2
ARNT TACC3 PPI	6	.	0	0	-4
PAX8 inh HTS	-8	.	.	-27	9
SIRT5 block	3	8	-3	-1	-1
EWS-Fli block	-5	-37	2	-7	-3
LGR2 inh	.	-74	16	2	-1

26) Cc1noc(C)c1CN1C(=O)c2ccccc2C1=O
27) C[C@@H]1CN([C@@H](C)CO)S(=O)(=O)c2ccc(-c3ccc(F)cc3)cc2O[C@H]1CN(C)C(=O)c1ccccc1F
28) COc1ccc(/C(N)=N/OC(=O)c2ccc([N+](=O)[O-])c(C)c2)cc1OC
29) N#CCc1ccc(OC(=O)c2ccncc2)cc1
30) CC(C)Oc1cccc(C(=O)C2CCCN(C(=O)c3cc(C4CC4)[nH]n3)C2)c1 (stereo not given)
Screen / compound no.	26	27	28	29	30
Casp6 inh	0	-2	-3	-3	0
DENV2 CPE	11	15	-5	4	2
ARNT TACC3 PPI	0	6	-16	-3	-7
PAX8 inh HTS	3	.	2	1	3
SIRT5 block	-2	11	0	2	-4
EWS-Fli block	.	13	-4	0	.
LGR2 inh	14	-10	9	8	-2

31) O=C(C[C@H]1CC[C@H]2[C@@H](COC[C@H](O)CN2S(=O)(=O)c2ccc(F)cc2)O1)NCC1CC1
32) COCCNC(=O)C1(C)CCCN(Cc2cc3ccccc3o2)C1 (stereo not given)
33) O=C(OC1C2C=CC1C1C(=O)NC21)c1ccccc1 (stereo not given)
34) COc1ccc(-c2c(C#Cc3ccsc3)c3cc(-c4ccc(OC)c(F)c4)ccc3n2C)cc1
35) C[C@@H]1CN([C@@H](C)CO)C(=O)CCCn2nncc2CO[C@@H]1CN(C)Cc1ccc(C(=O)Nc2ccccc2N)cc1
Screen / compound no.	31	32	33	34	35
Casp6 inh	1	1	0	0	0
DENV2 CPE	1	-3	-2	-11	14
ARNT TACC3 PPI	5	.	.	-3	-3
PAX8 inh HTS	9	13	-17	4	.
SIRT5 block	-2	-3	-5	.	-2
EWS-Fli block	29	-2	-13	5	20
LGR2 inh	.	-26	23	-14	-4

36) COc1cccc(S(=O)(=O)N(C)C[C@H]2OCc3ccccc3-c3c(n(C)c4ccccc34)C(=O)N([C@H](C)CO)C[C@H]2C)c1
37) Clc1ccccc1Cn1nnc2c(Nc3ccccc3)ncnc21
38) COc1ccc2c3c([nH]c2c1)[C@@H](CO)N(C(=O)C1CCCC1)CC31CN(S(C)(=O)=O)C1
39) CN(Cc1ccccc1)C(=O)CCn1c(=O)c2cccn2c2cccnc21
40) O=C(N/N=C/c1c[nH]c2ccccc12)C1CC(=O)N(c2ccccc2)C1 (stereo not given)
Screen / compound no.	36	37	38	39	40
Casp6 inh	3	2	-3	-2	4
DENV2 CPE	18	.	-5	2	6
ARNT TACC3 PPI	12	-1	.	-2	-2
PAX8 inh HTS	86*	.	12	23	-12
SIRT5 block	12	0	8	-2	-3
EWS-Fli block	23	-24	0	.	-35
LGR2 inh	5	-14	10	-7	3

41) Cc1ccc(Cn2nc(C)c(NC(=O)c3cc(-c4ccco4)on3)c2C)cc1
42) Cc1ccc(C(=O)OCC(=O)N2c3ccccc3NC(=O)C2(C)C)cc1S(=O)(=O)N1CCCCC1
43) CC(C)(C)c1cc(CCC(=O)NCCc2ccccn2)cc(C(C)(C)C)c1O
44) O=C(Cn1nc(-c2ccccc2)ccc1=O)N1CCOCC1
45) Cn1nc(C(C)(C)C)cc1NC(=O)C1(C)CCN1C(=O)C1(c2ccccc2)CC1 (stereo not given)
Screen / compound no.	41	42	43	44	45
Casp6 inh	1	2	2	-2	-2
DENV2 CPE	1	-5	4	?	5
ARNT TACC3 PPI	-6	-4	10	-4	.
PAX8 inh HTS	.	22	3	-13	0
SIRT5 block	1	.	.	-4	.
EWS-Fli block	8	18	4	-3	6
LGR2 inh	-14	8	-27	14	1

46) CC(C)CNS(=O)(=O)c1ccc(NC(=O)Cn2nc(-c3ccc(F)cc3)ccc2=O)cc1
47) C=CCNC(=O)C1CCN(S(=O)(=O)c2cccs2)CC1
48) CO[C@H]1CN(C)C(=O)c2cc(NC(=O)C3CC3)ccc2OC[C@@H](C)N(Cc2ccncc2)C[C@H]1C
49) CCC(CO)Oc1cc(NC(=O)c2ccccc2N)c2ncn(C(C)C)c2c1 (stereo not given)
50) CCNC(=S)NNC(=O)c1csc2c1CCCC2
Screen / compound no.	46	47	48	49	50
Casp6 inh	.	2	2	4	2
DENV2 CPE	.	-11	-8	-10	-2
ARNT TACC3 PPI	-1	.	-10	-6	0
PAX8 inh HTS	-3	-9	2	11	.
SIRT5 block	.	2	-1	.	-4
EWS-Fli block	.	.	-1	-1	-10
LGR2 inh	11	6	31	-1	22

51) COc1ccc(C/C(N)=N/OC(=O)CCc2ccccc2)cc1
52) CC1CCN(CCCNC(=O)CN2CCN(Cc3ccc(Cl)cc3)C2=O)CC1
53) COC(=O)c1ccc(NC(=O)COC(=O)CCC2CCCC2)cc1
54) O=c1[nH]c(=O)n([C@H]2C[C@H](O)[C@@H](CO)O2)cc1I
55) CC(C)(O)[C@@H]1CC(=O)[C@]2(C)[C@H](CC[C@@]3(C)[C@H](c4ccoc4)OC(=O)[C@H]4O[C@]432)[C@@]1(C)/C=C\C(=O)O
56) Cc1noc(C)c1S(=O)(=O)Nc1ccc2c(c1)CC(=O)N([C@@H](C)CO)C[C@@H](C)[C@H](CN(C)Cc1ccc(C(F)(F)F)cc1)O2
57) Cn1c(=O)[nH]c(=O)c2c1nc(NCCCO)n2CCCc1ccccc1
Screen / compound no.	51	52	53	54	55	56	57
Casp6 inh	-4	-19	2	.	-1	-2	8
DENV2 CPE	-3	-4	?	-7	.	-6	2
ARNT TACC3 PPI	-5	-1	-5	1	-2	0	-5
PAX8 inh HTS	-12	9	2	-11	-2	.	.
SIRT5 block	-6	0	-2	-2	.	4	-3
EWS-Fli block	-2	-5	0	-2	-4	14	3
LGR2 inh	16	-6	4	.	3	21	0

# Molecules from the list above containing an NH in an aromatic ring (seven):
18) COc1ccc(NC(=O)COC(=O)CCc2nc3ccccc3c(=O)[nH]2)c(OC)c1
22) C(=NN=Cc1c[nH]c2ccccc12)c1c[nH]c2ccccc12
30) CC(C)Oc1cccc(C(=O)C2CCCN(C(=O)c3cc(C4CC4)[nH]n3)C2)c1 (stereo not given)
38) COc1ccc2c3c([nH]c2c1)[C@@H](CO)N(C(=O)C1CCCC1)CC31CN(S(C)(=O)=O)C1
40) O=C(N/N=C/c1c[nH]c2ccccc12)C1CC(=O)N(c2ccccc2)C1 (stereo not given)
54) O=c1[nH]c(=O)n([C@H]2C[C@H](O)[C@@H](CO)O2)cc1I
57) Cn1c(=O)[nH]c(=O)c2c1nc(NCCCO)n2CCCc1ccccc1
Screen / compound no.	18	22	30	38	40	54	57
Casp6 inh	1	0	0	-3	4	.	8
DENV2 CPE	11	-1	2	-5	6	-7	2
ARNT TACC3 PPI	-9	.	-7	.	-2	1	-5
PAX8 inh HTS	8	.	3	12	-12	-11	.
SIRT5 block	-3	8	-4	8	-3	-2	-3
EWS-Fli block	4	-37	.	0	-35	-2	3
LGR2 inh	-2	-74	-2	10	3	.	0

# Screening data: PubChem, Broad Institute
